Source: PubChem (NMMLSC)
Myeloid diff 2 = promotes myeloid progenitor differentiation. ER-HoxA9 myeloid progenitors, lysozyme-GFP differentiation, flow cytometry. calls only at 10 µM. actives 1% (n = 360,000). AID 624256;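 active = normalized GFP-positive differentiation at or above the plate's own cutoff, the solvent-only control mean plus 3 SD; inconclusive = no clear call, values can overlap the other calls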;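 note: cells exposed to compound for four days before flow analysis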
Myeloid diff 2 GFP+ MAC1+ % = further read-out of Myeloid diff 2, marked with its call; GFP+ MAC1+ double positive, %; measured here: differentiation confirmed by MAC1 staining
An asterisk follows results filed as active; i = inactive; ? = inconclusive; . = no result given; + = active, no number. This is a subset. The share of hits here may be higher or lower than overall.

The first 4 compounds as a preview:
nr	molecule	Myeloid diff 2	Myeloid diff 2 GFP+ MAC1+ %
1	COc1cc(-c2coc3c(C(=O)NC4CCCCC4)cccc23)ccc1O	i	1.3
2	CC(=O)c1ccc(-c2c(CCO)sc3ccccc23)cc1	i	0.5
3	O=C(NCc1ccccc1Cl)c1csc([C@@H]2C[C@H](O)[C@@H](CO)O2)n1	i	1.1
4	CSc1ccc(C(O)c2ncc(-c3cccc(F)c3)[nH]2)cc1 (stereo not drawn)	i	0.5

All compounds of this part, from the first entry:
nr	molecule	Myeloid diff 2	Myeloid diff 2 GFP+ MAC1+ %
1	COc1cc(-c2coc3c(C(=O)NC4CCCCC4)cccc23)ccc1O	i	1.3
2	CC(=O)c1ccc(-c2c(CCO)sc3ccccc23)cc1	i	0.5
3	O=C(NCc1ccccc1Cl)c1csc([C@@H]2C[C@H](O)[C@@H](CO)O2)n1	i	1.1
4	CSc1ccc(C(O)c2ncc(-c3cccc(F)c3)[nH]2)cc1 (stereo not drawn)	i	0.5
5	O=C(Nc1ccc2c(c1)OCCO2)C(c1ccnc2ccccc12)N1CCN(c2ccc(C(F)(F)F)cn2)CC1 (stereo not drawn)	i	1.9
6	COc1ccc(-c2ccc(C(=O)NCc3ccccc3)c3occc23)c(C)c1	i	1.3
7	Cn1c(=O)c2c(-c3ccccc3)n(-c3ccccc3F)cc2n(C)c1=O	i	2.5
8	CCC(C)C(CO)NC(=O)/C=C/[C@H]1O[C@@H](n2cnc3c(NC(=O)c4ccccc4)ncnc32)[C@H](O)[C@@H]1O (stereo partly drawn)	i	1.1
9	COc1cccc(C(=O)N2CCC[C@@H]2C(=O)N2CCC[C@@H]2C(=O)NCc2ccccc2Cl)c1	i	1.1
10	COCCNC(=O)C1(C)CCCN(Cc2cccc(F)c2)C1 (stereo not drawn)	i	1.5
11	COCCNC(=O)C1CCCN(Cc2ccc(C)cc2)CC1 (stereo not drawn)	i	1.7
12	COc1ccc(-c2nc3ccccc3n(CC(C)C)c2=O)cc1	i	2.4
13	O=C(C(=O)N1CCC(c2ccccc2)CC1)c1cccc([N+](=O)[O-])c1	i	1.0
14	CCc1nc2ccc(C(=O)NCc3cccs3)cn2c1N(CC)Cc1cccc(Br)c1	i	0.9
15	CC1(C(=O)NS(=O)(=O)C2CC2)CCCN(C(=O)c2cccs2)C1 (stereo not drawn)	i	1.2
16	Cc1ccc2ccc(C(Nc3ccccc3)c3ccc(Cl)cc3)c(O)c2n1 (stereo not drawn)	i	2.9
17	CC(=O)c1cccc(NC(=O)C2Cc3c(-c4ccccc4)ccnc3O2)c1 (stereo not drawn)	i	0.2
18	NC(Cc1ccc(Cl)cc1)c1csc(NC(=O)NCC2CCCCC2)n1 (stereo not drawn)	+	2.9*
19	CN1CCN(C2CN(Cc3cn(Cc4ccccc4)nn3)S(=O)(=O)C2)CC1 (stereo not drawn)	i	1.1
20	CC(=O)Nc1ccc(C(=O)N2c3ccccc3N=C(c3ccc4c(c3)OCO4)C2C(=O)NCc2ccccc2)cc1 (stereo not drawn)	i	4.3
21	COc1ccc(NC(=O)C2Cc3c(-c4ccc(Cl)cc4)ccnc3O2)cc1 (stereo not drawn)	i	0.2
22	Cc1cc(C)n2c(NCc3ccccc3)c(-c3cc4ccccc4o3)nc2n1	+	3.2*
23	CCc1nc2ccc(C(=O)NCCOc3ccc(OC)cc3)cn2c1N(CC)CCOC	i	1.4
24	O=C(NCc1ccccc1)c1cccc2c(-c3ccc(F)c(F)c3)coc12	i	1.4
25	CCCCN1CC(N2CCN(C)CC2)CS1(=O)=O (stereo not drawn)	i	1.1

Results in sequence from the list.
Compounds 9–15 in Myeloid diff 2: i, i, i, i, i, i, i

Next part
nr	molecule	Myeloid diff 2	Myeloid diff 2 GFP+ MAC1+ %
26	N#CC(=C1C=CC(=NO)C(Cl)=C1)c1ccccc1	?	.
27	O=C(Nc1cccc2[nH]c([C@H]3C[C@H](O)[C@@H](CO)O3)nc12)NC(c1ccccc1)c1ccccc1	i	0.9
28	CC(C)C[C@H]1CN(CCCC[C@H]2CNC(=O)C(=O)N2CC2CCCCC2)C(=O)C(=O)N1CCc1ccccc1	i	0.4
29	O=C(Nc1ccc(C(O)c2ccccc2)cc1)[C@H]1C[C@H](O)[C@@H](CO)O1 (stereo partly drawn)	i	1.4
30	CCCCC[C@H]1CCCCC[C@H](O)C[C@@H](O)[C@H](O)/C=C/C(=O)O1	i	0.0
31	CCOC1=C2CN(S(=O)(=O)c3ccc(Cl)cc3)[C@H](c3ccccc3)C[C@@H]2N(S(=O)(=O)c2ccc(C)cc2)[C@H](c2ccccc2)C1	i	1.6
32	COc1ccc(OC)c(NC(=O)C2(C)CCN2C(=O)Cc2ccc(Cl)cc2Cl)c1 (stereo not drawn)	i	1.1
33	CCc1nc2ccc(C(=O)NCc3ccc(OC)cc3)cn2c1N(CC)CCN(C)C	i	0.8
34	C=CCN(CC=C)Cc1cc(=O)oc2cc(OC)ccc12	i	0.5
35	NC(COCc1ccccc1)c1csc(Nc2ccccn2)n1 (stereo not drawn)	i	0.5
36	COc1cc(Cn2c3ccc(NC(=O)CC(C)C(F)(F)F)cc3c(=O)n2C)ccc1F (stereo not drawn)	i	1.1
37	CCc1c(-c2ccc(F)cc2)ncn1Cc1cccc(-c2ccccc2)c1	i	3.4
38	COC(=O)c1cccc(CN2C(=O)C(C)Sc3ccc(C(C)=O)cc32)c1 (stereo not drawn)	i	1.2
39	CCCN(CCC)Cc1cc(=O)oc2cc(OC)c(Cl)cc12	i	0.5
40	O=C(/C=C1\OCc2cc(OCc3ccccc3)ccc21)OCc1ccccc1	i	1.1
41	CCc1nc2c(OCc3ccc(OC)cc3)cccn2c1N(C)C(=O)c1ccc(OC)cc1	i	0.5
42	CC(=O)c1cccc(NC(=O)C2Cc3c(-c4ccccc4Oc4ccccc4)ccnc3O2)c1 (stereo not drawn)	i	1.0
43	O=C(NC(c1cccnc1)c1ccc2c(c1)OCO2)C1CCN(CCOc2ccc(Cl)cc2Cl)CC1 (stereo not drawn)	i	0.4
44	CCc1nc2nc(C)cc(C)n2c1Nc1ccc(OC)cc1	i	0.4
45	CC1(C(=O)NS(=O)(=O)c2ccccc2)CCN1C(=O)c1ccc(C2CCCCC2)cc1 (stereo not drawn)	i	0.5
46	Cc1ccc(Cn2cc(CN3CC(N4CCN(C)CC4)CS3(=O)=O)nn2)cc1 (stereo not drawn)	i	1.0
47	CC(C)Cc1ccc(-c2cc3nc(NCCCn4ccnc4)ccn3n2)cc1	i	1.4
48	NC(COCc1ccccc1)c1csc(Nc2cc(NCCCO)ncn2)n1 (stereo not drawn)	i	0.9
49	CC1(C(=O)NS(=O)(=O)C2CC2)CCCN(C(=O)c2ccccc2C(F)(F)F)C1 (stereo not drawn)	i	0.7
50	CCCNC(=O)C1(C)CCN(Cc2ccc(Cl)c(Cl)c2)C1 (stereo not drawn)	i	0.6

As entered above.
Myeloid diff 2 GFP+ MAC1+ %, O=C(/C=C1\OCc2cc(OCc3ccccc3)ccc21)OCc1ccccc1 : 1.1
Myeloid diff 2 GFP+ MAC1+ %, O=C(NC(c1cccnc1)c1ccc2c(c1)OCO2)C1CCN(CCOc2ccc(Cl)cc2Cl)CC1 (stereo not drawn) : 0.4
Myeloid diff 2 GFP+ MAC1+ %, O=C(Nc1cccc2[nH]c([C@H]3C[C@H](O)[C@@H](CO)O3)nc12)NC(c1ccccc1)c1ccccc1 : 0.9
Myeloid diff 2 GFP+ MAC1+ %, CC1(C(=O)NS(=O)(=O)c2ccccc2)CCN1C(=O)c1ccc(C2CCCCC2)cc1 (stereo not drawn) : 0.5
Myeloid diff 2 GFP+ MAC1+ %, CCCNC(=O)C1(C)CCN(Cc2ccc(Cl)c(Cl)c2)C1 (stereo not drawn) : 0.6

Other structures follow:
nr	molecule	Myeloid diff 2	Myeloid diff 2 GFP+ MAC1+ %
51	Cc1ccc(CN2C(=O)C(C)Oc3ccc(C)cc32)cc1 (stereo not drawn)	i	1.5
52	CCCCN1CC(N2CCN(Cc3cccc(C)c3)CC2)CS1(=O)=O (stereo not drawn)	i	0.6
53	C=CC[C@H]1C(C(=O)OCC)=CC[C@@H](c2ccccc2)N1S(=O)(=O)c1ccc(C)cc1	i	1.6
54	CCCCN(C=O)c1c(CC)nc2ccc(C(=O)Nc3cc(-c4ccccc4)ccc3OC)cn12	i	1.2
55	CC(=O)Nc1cc(-c2cccc(C(=O)NCCO)c2)cn2c(-c3cccc(C(F)(F)F)c3)cnc12	i	1.1
56	CC1=C(C(=O)N2CCCCCC2)CC(CC(=O)NCCc2ccccn2)C(=O)N1CCC1=CCCCC1 (stereo not drawn)	i	1.1
57	COc1ccc2oc3cc(Cl)ccc3c(=O)c2c1	?	.
58	COc1ccc(CNC(=O)c2ccc(-c3c(C)noc3C)c3ccoc23)cc1OC	i	0.5
59	CSCCC(C(=O)Nc1c(C)cccc1C)N(Cc1ccccc1)Cc1ccccc1 (stereo not drawn)	i	0.8
60	COC(=O)[C@@]12C[C@@H](CC(=O)NCc3ccc(C)o3)C(=O)N(Cc3ccc4c(c3)OCO4)C1=CCC(C)(C)C2	i	1.7
61	COC(=O)N1CCCCC1c1cc(C(=O)Nc2ccc(OC)cc2C)no1 (stereo not drawn)	i	1.3
62	COc1ccc(C2OC(CCc3ccccc3)Cc3[nH]c(=S)[nH]c(=O)c32)cc1 (stereo not drawn)	i	1.5
63	CN(C)c1ncnc2c1ncn2[C@H]1CN(Cc2ccncc2)C[C@@H](CO)O1	i	0.3
64	COc1ccc(CN2C(=O)CCCC2(C)c2nc3ccccc3[nH]2)cc1 (stereo not drawn)	i	0.4
65	COCCN1C(=O)CN(S(C)(=O)=O)CC1(C)C(=O)NCc1ccccc1 (stereo not drawn)	i	1.7
66	Cc1ccc(F)cc1C(=O)N1CCCC(c2cc(C(=O)Nc3ccccc3)no2)C1 (stereo not drawn)	i	0.7
67	CCCCC(=O)N(C)c1c(CC)nc2c(OCc3ccc(C#N)cc3)cccn12	i	1.6
68	O=C(Nc1ccc(F)cc1)C(CCc1ccccc1)N1CCN(Cc2c(F)cccc2Cl)CC1 (stereo not drawn)	i	3.2
69	CCOC(=O)C1(C)CCCCN1C(=O)c1ccccc1OC (stereo not drawn)	i	1.0
70	CCc1nc2c(OCc3ccccc3C)cccn2c1N(C)C(=O)C1CC1	i	1.2
71	Cn1c(NCCN2CCCC2)nc2cc(-c3cccc(C(F)(F)F)c3)sc2c1=O	i	0.4
72	COCCNC(=O)C1(C)CCCN(C(=O)c2cccc(Cl)c2)C1 (stereo not drawn)	i	2.2
73	CC1(C)CC2(C)OC2C2(C1)N=NC(=Nc1ccccc1)O2 (stereo not drawn)	i	1.8
74	CC(=O)OC[C@@H]1CN(Cc2cccc(C(F)(F)F)c2)C[C@H](n2cnc3c(N4CCOCC4)ncnc32)O1	i	0.9
75	CCOC(=O)C1CCCN(C(=O)c2cc(-c3cccs3)oc2C)CC1 (stereo not drawn)	i	1.2

The list goes on.
nr	molecule	Myeloid diff 2	Myeloid diff 2 GFP+ MAC1+ %
76	COC(=O)c1ccc2nc(-c3cccc(Br)c3)c(Cc3ccccc3)n2c1	i	1.9
77	COc1cccc(-c2cc3nc(NCc4ccc5occc5c4)n(C)c(=O)c3s2)c1	i	0.8
78	CC(=O)c1ccc(Nc2nc(C(N)C3CCCCC3)cs2)cc1 (stereo not drawn)	i	2.2
79	NC(=O)c1cccc(-c2ccnc3c2CC(C(=O)NCCC(F)(F)F)O3)c1 (stereo not drawn)	i	0.7
80	CC1(C(=O)NCCC(F)(F)F)Cc2c(-c3ccccc3)ccnc2O1 (stereo not drawn)	i	0.5
81	CN(C)c1ccc(-c2ccnc3c2CC(C)(C(=O)Nc2ccc(F)c(Cl)c2)O3)cc1 (stereo not drawn)	i	1.0
82	COC(=O)[C@@H]1ON2OCC(C)=C3CCCC[C@@]32[C@H]1C(=O)OC	i	3.4
83	COCCNC(=O)C1CCCN(C(=O)c2cc(-c3ccccc3)cs2)CC1 (stereo not drawn)	i	1.0
84	NC(CCc1ccccc1)c1csc(Nc2ccc(C(F)(F)F)cn2)n1 (stereo not drawn)	i	1.2
85	COc1cc(OC)nc(Nc2nc(CN)cs2)n1	i	1.1
86	C[C@@H](c1ccccc1)N1C[C@@H](COCc2ccccc2)Oc2cc(N3CC[C@H](N(C)C)C3)ccc2S1(=O)=O	i	1.2
87	O=C(CNS(=O)(=O)Cc1ccccc1)NNc1ccccc1	i	1.0
88	NC(Cc1ccc(C(F)(F)F)cc1)c1csc(Nc2nncc3ccccc23)n1 (stereo not drawn)	?	.
89	CN1CCN(C(=O)c2cccc(-c3ccc4nncn4c3)c2)CC1	i	0.5
